# esBAF inh – SWI/SNF esBAF complex inhibition | mouse ES cells, Bmi1-luciferase knock-in reporter, 24 h; 100% = twice the neutral-well signal | reporter increase, % at 12.5 µM | 2% of 350,000 active | AID 602393; in the data active = activation above about 40%;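 also: 0% = median of the plate's neutral control wells and 100% = double that signal; a rise in the Bmi1 reporter signal indicates esBAF inhibition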
# SIRT5 inh – blocks human SIRT5 desuccinylation of peptide; AID 652115; Purified SirT5, succinyl-peptide AMC, trypsin-coupled fluorescence; inhibition, % at 15 µM; 1.1% of 330,000 active; in the data active = inhibition above about 15%
# Target sequence (Q9NXA8 whole entry, looked up): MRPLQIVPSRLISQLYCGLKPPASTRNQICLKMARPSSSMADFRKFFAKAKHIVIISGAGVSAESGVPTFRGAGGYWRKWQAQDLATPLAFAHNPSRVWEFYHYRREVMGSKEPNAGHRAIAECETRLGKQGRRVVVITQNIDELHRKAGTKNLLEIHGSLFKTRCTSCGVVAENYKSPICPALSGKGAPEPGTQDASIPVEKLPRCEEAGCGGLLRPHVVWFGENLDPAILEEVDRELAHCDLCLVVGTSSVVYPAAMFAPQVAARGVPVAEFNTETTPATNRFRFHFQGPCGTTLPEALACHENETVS
# Cneo AK release – causes C. neoformans cell lysis; adenylate kinase release luminescence, 4 h; normalised: neutral wells 0, clomiphene wells 100; lysis activity, % at 15 µM; 0.2% of 360,000 active;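 active = mean lysis activity across replicates of at least 80%, whatever share of replicates individually reach that level; inactive = mean lysis activity below 80%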
#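 Test system: log-phase Cryptococcus neoformans yeast cells. Input: 5 × 10^6 yeast cells/mL. Medium: fresh YPD growth medium. Doses: single dose. Incubation: static 4 h at 37 °C with compound, 1 h detection. Measured by: luminescent adenylate kinase detection reagent. Read-out: signal increase indicating cell lysis. Benchmarks: Clomiphene.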
# ERp5 inh – ERp5 (human) disulfide isomerase inhibition | AID 651711 | 0.05% of 350,000 active | ERp5 insulin aggregation, absorbance 650 nm, 90 min | inhibition, % at 9.99 µM;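 active = mean replicate inhibition above about 25%, with every replicate also reaching it, limit read from the data, passing the limit was not always enough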
# Target sequence (Q15084 whole entry, looked up): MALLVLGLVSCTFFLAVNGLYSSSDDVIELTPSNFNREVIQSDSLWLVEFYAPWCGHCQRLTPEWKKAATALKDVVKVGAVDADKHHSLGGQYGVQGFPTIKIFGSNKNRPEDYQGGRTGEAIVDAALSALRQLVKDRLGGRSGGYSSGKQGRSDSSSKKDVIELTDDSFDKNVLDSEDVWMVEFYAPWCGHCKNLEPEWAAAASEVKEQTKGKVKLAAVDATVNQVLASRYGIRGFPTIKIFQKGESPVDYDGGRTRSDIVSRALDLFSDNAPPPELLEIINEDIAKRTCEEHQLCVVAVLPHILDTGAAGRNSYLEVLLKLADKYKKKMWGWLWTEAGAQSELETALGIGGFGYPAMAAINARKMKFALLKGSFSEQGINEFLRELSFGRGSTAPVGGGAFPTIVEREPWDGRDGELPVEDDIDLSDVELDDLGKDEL
# miR-122 sensor – inhibitors of miR-122 in Huh7 cells; Huh7 miR-122 Renilla luciferase sensor, 48 h; neutral wells = 0, positive control = 100; activation (reporter increase), % at 12.5 µM; 0.3% of 340,000 active;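 active = mean replicate activation score at least 90 and every replicate individually at or above 90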;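 also: higher luciferase means less miR-122 activity so hits act as miR-122 inhibitors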
# C2C12 statin – suppressors of simvastatin-induced myotoxicity in C2C12 myotubes. ATP luminescence, 48 h; scaled: DMSO 0, geranylgeraniol control 100. AID 602340. rescue of ATP level, % at 7.49 µM. 0.78% of 330,000 active;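 active = mean ATP rescue above about 67%, or every replicate alone reaching that limit, limit read from the data, passing the limit was not always enough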;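 also: myotubes were challenged with 10 µM simvastatin during compound exposure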
# ARNT TACC3 PPI – disrupts binding between human ARNT and TACC3; AlphaScreen His-ARNT PAS-B/GST-TACC3 binding, luminescence; TACC3 fragment carries E629A point mutation; inhibition, % at 9.99 µM; 0.66% of 390,000 active; AID 623870;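 active = mean inhibition of replicates at least 50% and at least half of replicates each reaching 50%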;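 also: 0% = complete ARNT plus TACC3 wells and 100% = ARNT alone without TACC3; many hits fall short of the cut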
# Active calls of the source: *; x = not tested or not shown; [ ] = dose if it differs, or a comment.
SMILES,esBAF inh,SIRT5 inh,Cneo AK release,ERp5 inh,miR-122 sensor,C2C12 statin,ARNT TACC3 PPI
COc1ccc(S(=O)(=O)NC(=O)C2(C)CCN2C(=O)CC2CCCC2)cc1 (stereo not drawn),2.9,-5.3,-1.2,4.2,x,4.4,x
O=C(Nc1ccc(O)cc1C(=O)O)c1cccs1,x,1.6,x,-5.2,x,x,9.6
COc1ccc(N(Cc2ccco2)C(=O)c2ccccc2F)cc1OC,-6.4,x,9.2,x,0.5,10.9,6.5
CCN1/C(=C(\O)c2ccccc2)C(=O)c2ccccc2S1(=O)=O,-3.9,x,0.9,x,-4.3,-7.5,x
CC(C)(C)NC(=O)CSc1nc2ccccc2c(=O)[nH]1,22.5,-5.1,-9.1,1.3,-7.1,19.0,-4.2
CCOc1ccccc1C(=O)Nc1nccs1,1.7,x,12.8,x,1.7,62.4,-5.3
C=CC[C@@]1(C(=O)N2CCOCC2)N=C(c2ccc(OCCCO)cc2)O[C@@H]1c1ccccc1,x,-1.1,1.5,-0.7,x,x,-12.1
Cc1cc2c(cc1C)N(C(=O)CCl)CCN2C(=O)CCl,-4.9,1.3,3.4,-15.4,3.1,-12.3,-1.3
c1ccc2c(c1)c1ccccc1n1c(-c3ccc4c(c3)OCO4)nnc21,x,x,-1.2,x,1.6,x,-9.3
Cc1ccc(-n2c(-c3ccccc3)nnc2-c2cccs2)cc1,-10.8,x,0.1,x,-1.9,9.3,-1.8
Cc1cccc(N2C(=O)CN(Cc3cccs3)C2=S)c1,-8.8,0.9,0.5,-1.6,6.2,1.1,-0.4
COc1ccccc1C(=O)N1CCN(S(=O)(=O)Cc2ccccc2)CC1,0.1,x,-4.4,x,3.2,0.5,-1.9
CCSc1nc2cc(OC)c(OC)cc2c(=O)n1CC,-4.2,x,-1.1,x,-5.8,-21.7,-4.7
CCCCC(=O)N/N=C(\C)CC(=O)Nc1cc(Cl)ccc1OC,x,x,1.1,x,1.1,x,-0.2
Cc1ccc(C2CC(=O)N3CN(c4ccc(Br)cc4)CSC3=C2C#N)o1 (stereo not drawn),-8.1,x,-0.9,x,-5.0,-4.7,1.7
CCOc1ccc(N(CC(=O)NC2CCCC(C)C2C)S(=O)(=O)c2c(C)noc2C)cc1 (stereo not drawn),-2.4,x,-0.4,4.8,x,32.4,0.7
O=C(NNC(=S)NC(=O)c1cccnc1)c1ccc(Cl)cc1,-6.8,x,-0.4,x,10.5,-10.1,-9.9
COC(=O)c1ccc(C(=O)OC)c(NC(=O)Cc2cccs2)c1,-19.3,0.6,1.7,-5.1,-1.0,10.4,x
CCN(CC)c1ccc(N=Nc2ncn[nH]2)cc1,x,x,x,-3.3,-4.9,x,70.3*
CCC(=O)Nc1ccc2c(c1)C(=O)N(C)C[C@@H](OC)[C@@H](C)CN(C(=O)c1ccc(F)cc1)[C@@H](C)CO2,0.9,2.3,52.5,13.5,-4.8[16.7 µM],-2.6,-3.0
N#Cc1c2n(c3c(=O)n(CC(=O)c4ccc([N+](=O)[O-])cc4)cnc13)CCCCC2,x,-0.1,x,-3.6,x,x,0.7
COc1cc(OC)cc(-c2c(-c3ccc(F)cc3)c3cc(Br)ccc3n2C)c1,-0.9,x,-1.3,-5.1,-1.5,-46.8,-2.9
CC(=O)Nc1ccc(OCc2cn(CC(=O)c3ccc(O)cc3)nn2)cc1,-6.1,-0.8,0.3,-0.8,2.3,8.8,x
Cc1cc2c(c(=O)o1)C(CC(C)C)C(C#N)=C(N)O2 (stereo not drawn),1.1,x,-2.6,x,2.9,-3.6,0.8
CCOc1cc(OCC)cc(C(=O)NCc2ccco2)c1,-7.0,3.7,-5.6,-0.5,-7.1,13.2,0.1
COc1ccc(C)cc1-n1nnnc1SCc1cc(=O)n2cc(C)ccc2n1,-12.2,1.1,1.2,-10.4,-8.3,18.1,-0.5
Cc1ccc(S(=O)(=O)N2CCCCC2)cc1C(=O)N1CCN(c2ccccn2)CC1,-3.5,-4.7,0.8,-2.9,-10.3,-3.1,-1.4
C/C=C/c1ccc([C@H]2[C@@H](CNC(C)C)N(C(=O)c3ccccc3)[C@H]2CO)cc1,3.0,x,-0.7,x,14.3[16.7 µM],9.6,1.2
O=C(C1CCN(CC2CC=CCC2)CC1)N(CCc1ccccc1)Cc1ccccc1 (stereo not drawn),x,-5.1,x,-0.2,x,x,0.1
O=C(NCC1CCNCC1)c1ccncc1,-8.3,x,x,x,-3.1,5.9,-2.1
COc1ccc(-c2nc(CS(=O)CC(=O)NCCCN3CCOCC3)c(C)o2)cc1OC (stereo not drawn),-2.5,-2.2,-3.0,1.7,-2.0,4.9,10.7
COc1ccc(C)cc1S(=O)(=O)Nc1ccc2c(c1)OCCO2,-2.4,-1.8,-1.9,1.3,84.8,3.8,10.2
O=C(Cc1ccncc1)NCC[C@H]1CC[C@@H](NC(=O)C2CCCC2)[C@H](CO)O1,-3.3,-1.7,1.1,-0.3,-5.8[16.7 µM],-1.0,-10.8
C[C@@H]1CCCCO[C@H](CN(C)C(=O)c2ccccc2)[C@H](C)CN([C@@H](C)CO)C(=O)c2cc(NC(=O)c3ccccc3)ccc2O1,x,5.6,-0.5,-2.5,-4.1[16.7 µM],x,5.2
CCN1CCN(CCNC(=O)c2ccc(/C=C3/Sc4ccccc4N(Cc4cccc(C)c4)C3=O)cc2)CC1,-10.1,-3.7,0.3,2.7,-24.3,1.9,12.5
CCOC(=O)N1CCC(N(C(=O)Nc2cccc(OC)c2)C(C)CC)CC1 (stereo not drawn),-3.0,x,-0.1,x,-2.2,-8.0,-6.0

# Rewritten with values under each structure: part of the list above
# Second line of a record: esBAF inh, SIRT5 inh, Cneo AK release, ERp5 inh, miR-122 sensor, C2C12 statin, ARNT TACC3 PPI
- COc1ccc(C)cc1S(=O)(=O)Nc1ccc2c(c1)OCCO2
→ -2.4, -1.8, -1.9, 1.3, 84.8, 3.8, 10.2
- CCOC(=O)N1CCC(N(C(=O)Nc2cccc(OC)c2)C(C)CC)CC1 (stereo not drawn)
→ -3.0, x, -0.1, x, -2.2, -8.0, -6.0
- CCN1CCN(CCNC(=O)c2ccc(/C=C3/Sc4ccccc4N(Cc4cccc(C)c4)C3=O)cc2)CC1
→ -10.1, -3.7, 0.3, 2.7, -24.3, 1.9, 12.5
- O=C(NCC1CCNCC1)c1ccncc1
→ -8.3, x, x, x, -3.1, 5.9, -2.1
- O=C(Cc1ccncc1)NCC[C@H]1CC[C@@H](NC(=O)C2CCCC2)[C@H](CO)O1
→ -3.3, -1.7, 1.1, -0.3, -5.8[16.7 µM], -1.0, -10.8

# Later entries
SMILES,esBAF inh,SIRT5 inh,Cneo AK release,ERp5 inh,miR-122 sensor,C2C12 statin,ARNT TACC3 PPI
COCCn1c(C)cc(/C=C(\C#N)C(=O)OCC(=O)N(C)c2c(N)n(Cc3ccccc3)c(=O)[nH]c2=O)c1C,x,-0.3,0.0,0.7,-0.3,-9.0,1.8
C=CCOc1ccc(Cl)cc1-c1noc(-c2csc([C@H]3C[C@H](O)[C@@H](CO)O3)n2)n1,22.4,-3.2,-3.8,-6.0,-7.9,-3.3,x
O=C(CN1CCOc2ccccc21)N1CCC(Cc2ccccc2)CC1,-0.3,x,0.3,8.1,-2.5,29.0,0.7
CC(C)CNC(=O)c1ccccc1NC(=O)CN(c1ccc2c(c1)OCCO2)S(C)(=O)=O,-30.3,x,-0.4,x,4.9,26.6,-4.0
N#Cc1nc(Cc2ccccc2)oc1N1CCN(c2cccc(Cl)c2)CC1,10.1,-7.2,-0.1,9.0,x,-0.1,-0.1
O=C(C[C@H]1CC[C@@H](NC(=O)Nc2ccccc2F)[C@@H](CO)O1)NCc1ccccc1,-3.3,-1.7,-1.1,-1.9,x,6.6,-2.5
COc1cccc(-c2cnc3c(c2)C(=O)N([C@@H](C)CO)C[C@@H](C)[C@@H](CN(C)C(=O)Nc2ccccc2F)O3)c1,-2.3,0.3,-5.1,-1.8,-4.0[16.7 µM],4.0,1.7
CSc1nccc(Oc2cccc(C#N)c2)n1,-8.1,-0.7,x,-87.9,-11.6,0.6,-6.3
COc1ccc(S(=O)(=O)Nc2ccc3c(c2)C(=O)N([C@@H](C)CO)C[C@H](C)[C@@H](CN(C)C(=O)Cc2ccccc2)OCCCC[C@H](C)O3)cc1,4.1,8.0,-0.5,-2.7,-0.5[16.7 µM],x,16.3
Cc1ccc(S(=O)(=O)/N=C(/Nc2c(C)n(C)n(-c3ccccc3)c2=O)c2ccccc2)cc1,1.5,-3.4,6.3,-1.0,15.2,-0.9,-4.2
COc1ccc(/C(O)=C2/C(=O)C(=O)N(CC3CCCO3)C2c2ccc(O)c(OC)c2)cc1 (stereo not drawn),x,1.6,x,-7.5,5.1,x,-4.0
Cc1noc(C)c1NC(=O)N(C)C[C@H]1Oc2ncc(C#CC3CCCC3)cc2C(=O)N([C@@H](C)CO)C[C@@H]1C,-2.8,2.6,13.7,-3.4,-7.4[16.7 µM],58.7,-2.1

# Molecules above containing a furan ring, fused or not (three):
SMILES,esBAF inh,SIRT5 inh,Cneo AK release,ERp5 inh,miR-122 sensor,C2C12 statin,ARNT TACC3 PPI
COc1ccc(N(Cc2ccco2)C(=O)c2ccccc2F)cc1OC,-6.4,x,9.2,x,0.5,10.9,6.5
Cc1ccc(C2CC(=O)N3CN(c4ccc(Br)cc4)CSC3=C2C#N)o1 (stereo not drawn),-8.1,x,-0.9,x,-5.0,-4.7,1.7
CCOc1cc(OCC)cc(C(=O)NCc2ccco2)c1,-7.0,3.7,-5.6,-0.5,-7.1,13.2,0.1

# Later entries
SMILES,esBAF inh,SIRT5 inh,Cneo AK release,ERp5 inh,miR-122 sensor,C2C12 statin,ARNT TACC3 PPI
O=C(COC(=O)C1CC1)Nc1ccc2[nH]c(=O)[nH]c2c1,-1.5,-2.2,x,9.7,-1.3,5.0,-7.3
FC(F)(F)c1cc(CCN2C(=S)NC[C@@H]2Cc2ccccc2)cc(C(F)(F)F)c1,-79.3,x,12.7,2.3,5.5,-58.6,-3.7
COc1cccc(-c2cn(CC[C@H]3CC[C@@H](NC(=O)CC4CC4)[C@H](CO)O3)nn2)c1,-13.1,-0.6,-0.2,-3.1,x,-1.1,-5.7
Cc1cc(C)cc(NC(=O)Nc2ccc3c(c2)N(C)C(=O)CS3)c1,1.7,x,-4.9,-2.5,-1.1,-2.3,-22.6
CCOc1ccc(OCC)c(NC(=O)C2CCCN(c3nc(C)cc(C)n3)C2)c1 (stereo not drawn),x,-0.2,x,-5.7,-2.5,x,-2.1
Nc1c2c(nc3ccccc13)N(C1CCCCC1)CC2,-6.6,x,0.1,x,2.0,-18.3,23.0
COc1ccccc1C(=O)NCC(=O)OCC(=O)Nc1cccc(S(=O)(=O)N2CCCCCC2)c1,x,-2.8,x,8.0,x,x,0.4
COc1ccc(NC(=O)Nc2cccc3c2O[C@@H](CN(C)Cc2ccc(C(=O)O)cc2)[C@@H](C)CN([C@H](C)CO)C3=O)cc1,0.9,6.1,-9.5,1.5,-1.6[16.7 µM],2.4,-2.9
CCN1C[C@@H]2[C@@H]3C(=O)N(Cc4ccccc4)C(=O)[C@@H]3[C@](CC)(C1=O)N2C(=O)c1ccc(C(C)(C)C)cc1,0.2,x,1.7,x,-5.4,-1.9,2.9
CCCCn1c(N)c(N(CCC(C)C)C(=O)c2cc(S(=O)(=O)N3CCOCC3)ccc2F)c(=O)[nH]c1=O,-6.0,5.2,0.6,-1.6,1.7,3.0,x

# Screening results as filed in PubChem.
